Menin MLL FP TR: qHTS Assay for Inhibitors Targeting the Menin-MLL Interaction in MLL Related Leukemias: Competition With Texas Red Labeled MLL-derived Mutant Peptide | O00255 | Menin + Texas Red MLL mutant peptide, fluorescence polarization | Potency, µM (doses to about 61.6 µM), for the others: at the top dose FP activity change, negative = inhibition, usual class: inhibitors | actives 0.23% (n = 270,000) | AID 1768, 2009; active = well fitted inhibition curve with a large enough effect in the polarisation, with a control signal flat, not every such curve was filed as active; inconclusive = small, poorly fitted or top-dose-only effect, or effect the other way, or a change in a side signal; inactive = no such curve, though single readings can be large or run the other way; the % refers to the polarisation; note: potency is the fitted concentration of half-maximal effect; % of control where 0% means no effect; many of its hits are not listed in these tables
VP16 counter: VP16 counterscreen qHTS for inhibitors of ROR gamma transcriptional activity | Drosophila S2 Gal4-VP16 UAS-luciferase, luminescence, 20 h | Potency, µM (top dose mostly 53.6 µM), for inactives: at the top dose activity, negative = inhibition, most hits filed as inhibitors | AID 2546, 2010 | actives 3.5% (n = 310,000);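 note: Gal4-VP16 expression switched on by copper sulfate through the metallothionein promoter; potency is the fitted concentration of half-maximal effect; % is set by controls: 0 for no effect and ±100 for the full control effect; nearly all actives have a fitted effect of over 50% in size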
ELG1 repair inh: qHTS screen for small molecules that inhibit ELG1-dependent DNA repair in human embryonic kidney (HEK293T) cells expressing luciferase-tagged ELG1; AID 504467, 2011; HEK293T ELG1-luciferase reporter, luminescence, 16 h; DNA damage induced by 5-fluorouridine; Potency, µM (doses to about 46.1 µM), inactives show at the highest dose activity change, negative = inhibition, usual class: inhibitors; actives 2.3% (n = 330,000); note: potency is the fitted concentration of half-maximal effect; % is set by controls: 0 for no effect and ±100 for the full control effect; nearly all actives have a fitted effect of over 55% in size
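Cells (2,000 per well) received 5-fluorouridine plus test compound or DMSO and were incubated 16 hr at 37 °C, 5% CO2. Luciferase activity was read by luminescence 30 min after ONE-Glo addition; signal suppression marked inhibition of damage-induced ELG1 function.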
KCNH2 3.1 inh: qHTS for Inhibitors of KCHN2 3.1: Mutant qHTS | Potassium voltage-gated channel subfamily H member 2, brain isoform KCNH2 3.1 (human) | U2OS KCNH2 3.1, thallium flux FluxOr; hits give low values | activity change, % (tested at about 1.8 µM) | actives 0.95% (n = 340,000) | AID 720553, 2013;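 active = maximum activity change below -70%; inconclusive = maximum activity change from -70% to -50%; inactive = maximum activity change above -50%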;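 note: thallium influx rate constant from kinetic fluorescence after stimulation buffer; % is set by controls: 0 for no effect and ±100 for the full control effect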
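Channel expression came from 3.1 mutant virus (1.77 x 10^8 /mL) applied to suspended U2OS cells for 4 h. Flux was tracked with FluxOr dye plus Red40 quencher, and kinetic rate constants normalized to controls.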
NPC1 prom act: qHTS Assay for NPC1 Promoter Activators | Huh7 NPC1 promoter luciferase reporter, 24 h | Potency, µM (series often up to 9.22 µM), for the others: top-dose activation, hits mostly activators | actives 2.4% (n = 320,000);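 note: potency is the fitted concentration of half-maximal effect; % of control where 0% means no effect; nearly all actives have a fitted effect of over 60% in size; reporter is driven by a mutant NPC1 promoter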
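In 1536-well qHTS, Huh7 cells harboring an NPC1 promoter–luciferase construct received compound for 24 h; activation was quantified by luminescence following luciferase reagent addition.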
Rab9 promoter act: qHTS Assay for Rab9 Promoter Activators; Huh7 Rab9 promoter-luciferase reporter, luminescence, 24 h; Potency, µM (doses to about 9.22 µM), for the others: top-dose activation, negative = inhibition, usual class: activators; actives 2.8% (n = 320,000); note: potency is the fitted concentration of half-maximal effect; % of control where 0% means no effect; nearly all actives have a fitted effect of over 60% in size
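Quantitative HTS format; Huh7 Rab9-luciferase reporter cells (1500/well) receive compound 2 h post-plating, incubate 24 h at 37 °C, then get luciferase reagent for 10 min before luminescence reading.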
FLuc modulator: qHTS profiling assay for firefly luciferase inhibitor/activator using purifed enzyme and Km concentrations of substrates (counterscreen for miR-21 project). purified FLuc, Km substrates, luminescence inhibition. actives 6.9% (n = 360,000). Potency, µM (highest dose often 57.5 µM), inactives show at the highest dose activity change, negative = inhibition, usual class: inhibitors;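 note: potency is the fitted concentration of half-maximal effect; plate controls were vehicle for no effect and reference inhibitor for full effect; nearly all actives have a fitted effect of over 55% in size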
Target sequence (P08659 whole entry, looked up): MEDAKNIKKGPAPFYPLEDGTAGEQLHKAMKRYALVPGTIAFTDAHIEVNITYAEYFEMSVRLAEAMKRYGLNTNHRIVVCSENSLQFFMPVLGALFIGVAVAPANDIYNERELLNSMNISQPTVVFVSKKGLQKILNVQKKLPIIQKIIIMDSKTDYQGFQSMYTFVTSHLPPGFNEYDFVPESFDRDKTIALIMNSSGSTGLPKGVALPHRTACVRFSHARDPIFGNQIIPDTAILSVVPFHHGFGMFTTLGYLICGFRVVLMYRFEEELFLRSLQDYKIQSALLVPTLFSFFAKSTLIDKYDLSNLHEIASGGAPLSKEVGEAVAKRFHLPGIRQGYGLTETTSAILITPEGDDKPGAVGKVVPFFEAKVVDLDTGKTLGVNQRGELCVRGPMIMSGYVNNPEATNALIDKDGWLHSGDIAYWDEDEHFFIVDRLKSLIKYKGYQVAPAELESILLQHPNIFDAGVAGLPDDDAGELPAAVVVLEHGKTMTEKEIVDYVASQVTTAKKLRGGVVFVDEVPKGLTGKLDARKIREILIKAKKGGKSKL
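Purified P. pyralis luciferase, 10 nM final, with Km-level 10 uM D-luciferin and 10 uM ATP in 50 mM Tris acetate pH 7.5, 10 mM Mg acetate, 0.01% Tween-20, 0.05% BSA; 6-point qHTS titration about 60 µM downward; luminescence read.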
PKM2 activator: qHTS Assay for Activators of Human Muscle isoform 2 Pyruvate Kinase. Potency, µM (series often up to 57.5 µM), for inactives: at the top dose activation, actives largely listed as activators. AID 1631, 2009. actives 0.34% (n = 260,000). purified PKM2, Kinase-Glo ATP luminescence, activation; response scale: 0% is enzyme alone, no compound. Pyruvate kinase PKM (Homo sapiens), P14618; note: potency is the fitted concentration of half-maximal effect; % is set by controls: 0 for no effect and ±100 for the full control effect; nearly all actives have a fitted effect of over 55% in size
Target sequence (P14618 whole entry, looked up, canonical isoform): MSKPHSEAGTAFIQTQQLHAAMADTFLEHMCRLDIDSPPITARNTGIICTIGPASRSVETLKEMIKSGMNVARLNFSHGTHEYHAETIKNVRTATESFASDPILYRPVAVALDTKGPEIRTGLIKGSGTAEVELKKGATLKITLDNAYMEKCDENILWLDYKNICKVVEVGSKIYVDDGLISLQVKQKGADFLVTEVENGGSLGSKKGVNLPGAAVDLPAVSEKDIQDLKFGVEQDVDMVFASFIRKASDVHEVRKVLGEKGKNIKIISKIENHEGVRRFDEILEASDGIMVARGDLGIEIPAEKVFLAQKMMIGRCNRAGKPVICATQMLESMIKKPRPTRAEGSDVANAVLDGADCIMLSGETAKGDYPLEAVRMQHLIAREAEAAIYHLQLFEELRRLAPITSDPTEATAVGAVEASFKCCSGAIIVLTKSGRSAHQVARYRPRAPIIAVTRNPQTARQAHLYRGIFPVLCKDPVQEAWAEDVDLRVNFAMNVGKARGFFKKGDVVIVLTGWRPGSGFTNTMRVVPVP
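Purified hPK-M2 (>95% pure) converted ADP (0.1 mM final) to ATP with 0.5 mM PEP in 50 mM imidazole pH7.2, KCl, MgCl2, Tween 20, BSA; 1 h at room temperature. ATP detected by Kinase-Glo luminescence.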
Mito fusion act: qHTS Assay for Small Molecule Inhibitors of Mitochondrial Division or Activators of Mitochondrial Fusion; actives 0.23% (n = 320,000); S. cerevisiae fusion-defective mutant growth rescue, CellTiterGlo 48 h; Potency, µM (titrated, usually from 46.1 µM), without a hit: at the top dose growth rescue (activation), usual class: activators;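 note: potency is the fitted concentration of half-maximal effect; % of control where 0% means no effect; nearly all actives have a fitted effect of over 45% in size; temperature-sensitive fusion mutants such as fzo1-1 at 37 °C on non-fermentable ethanol glycerol medium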
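Luminescent cell viability in 1536-well qHTS format served as the measure of rescued growth in ts fusion-mutant S. cerevisiae cultured on non-fermentable YPEG for 48 hours at 37C.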
MBNL1-CUG inh: qHTS Assay for Inhibitors of MBNL1-poly(CUG) RNA binding. AID 2675, 2010. Muscleblind-like protein 1 (Homo sapiens), Q9NR56. Potency, µM (top dose mostly 57.5 µM), for inactives: at the top dose activity change, negative = inhibition, actives largely listed as inhibitors. TR-FRET MBNL1-His/biotin-(CUG)12 binding, 665/545 ratio. actives 0.036% (n = 280,000); active = well fitted inhibition curve with a large enough effect in the signal ratio, with a control signal flat, not every such curve was filed as active; inconclusive = small, poorly fitted or top-dose-only effect, or effect the other way, or a change in a side signal; inactive = no such curve, though single readings can be large or run the other way; the % refers to the signal ratio; note: potency is the fitted concentration of half-maximal effect; % is set by controls: 0 for no effect and ±100 for the full control effect
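Ratiometric TR-FRET (665 over 545 nm, excitation 340 nm) tracks disruption of MBNL1-His/biotin-(CUG)12 complex after 60 min at room temperature, with compounds at 92 nM to 58 uM final.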
RORg inh: qHTS for inhibitors of ROR gamma transcriptional activity; Nuclear receptor ROR-gamma (Mus musculus), P51450; Drosophila S2 Gal4-RORgamma UAS-luciferase reporter, 20 h; Potency, µM (top dose mostly 53.6 µM), for the others: at the top dose activity change, negative = inhibition, hits mostly inhibitors; actives 5.4% (n = 310,000); note: potency is the fitted concentration of half-maximal effect; % is set by controls: 0 for no effect and ±100 for the full control effect; nearly all actives have a fitted effect of over 60% in size
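Luciferase reporter read in Schneider cells carrying Gal4-RORγ (mouse) and UAS-Photinus luciferase; cells given compound 1 h before 700 uM copper sulfate induction, then incubated 20 h at ambient temperature.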
Starred values were filed as active, the others as inactive; u = inconclusive; x = no result given; & = joins results of further samples; [ ] = dose if it differs, or a comment. Unless noted, calls come from the whole dose curve; as a rule, active = well fitted curve in the direction sought with a large enough effect; inconclusive = small, poorly fitted or top-dose-only effect, or another doubt; inactive = no such curve, though single readings can be large; an effect the other way counts as inactive or inconclusive. A portion of the library (hit frequency here may not be typical).

Structure	Mito fusion act	MBNL1-CUG inh	ELG1 repair inh	KCNH2 3.1 inh	RORg inh	Rab9 promoter act	Menin MLL FP TR	VP16 counter	PKM2 activator	FLuc modulator	NPC1 prom act
CC(C)(C)C(=O)N1CCN(c2ccc([N+](=O)[O-])cc2-n2cccc2)CC1	2%	u	u	-25	u	2%	x	5%	-6%	1%	-3%
CSc1nc(-c2ccco2)nn1C(=O)Cc1ccccc1	0%	-13%	6%	-7	46%	5%	7%	-1%	1%	3%[2.3 µM]	1%
S=C(Nc1ccc(Nc2ccccc2)cc1)NN1CCOCC1	-7%	-2%	u	-4	u	9%	x	-12%	3%	-11%	10%
CC(=O)c1c(C(=O)O)[nH]c(C(=O)O)c1C	-8%	-5%	8%	7	-12%	3%	-6%	-3%	4%	u	-7%
FC(F)(F)c1cc(-c2ccco2)nc(N2CCN(c3ccccc3)CC2)n1	5%	-2%	u	-10	-22%	1%	x	-1%	-6%	3%	14%
COc1ccccc1-n1cnc2cc(C(=O)NCCCN3CCOCC3)ccc21	1%	-20%	10%	4	-3%[0.365 µM]	1%	19%	x	-3%	3%	-2%
CCCN1CNC(=S)N(Cc2ccccc2)C1	-10%	-10%	6%	7	5.6µM*	-7%	-1%	7.1µM*	-1%	-1%	-3%
CCCCn1c(N)c(N(CCOC)C(=O)c2cccc(S(=O)(=O)N3CCCCCC3)c2)c(=O)[nH]c1=O	-6%	x	9%	0	x	-5%	x	x	x	0%	-2%
CCn1cc(C(=O)C(F)(F)F)c2ccccc21	1%	4%	0%	-6	5%	0%	-1%	-12%	1%	4%	-4%
Cc1ccc2c(CC(=O)O)coc2c1	0%	-6%	4%	7	4%	-3%	-22%	5%	0%	-4%	0%
CCC1(C)N(O)C(C)(C)C(c2ccc(OC)cc2)=[N+]1[O-] (stereo unspecified)	-1%	2%	1%	28	-14%	0%	8%	2%	-2%	3%	2%
CCCCSCCCNC(=O)c1cn(C)c2ccc(S(=O)(=O)N3CCCC3)cc2c1=O	0%	-5%	4%	-17	-2%	-2%	x	1%	x	1%&-4%	-2%
COCCCNC(=O)CNC(=S)N(Cc1ccccc1)Cc1cccnc1	-1%	0%	9%	16	8%	-11%	1%	10%	0%	0%	-6%
CCN(CC(=O)Nc1ccccc1OC)CC(=O)Nc1ccccc1C(F)(F)F	12%	2%	u	-8	38%	-1%	3%	5%	-1%	-2%	-6%
Cc1cc2[nH]c(=O)c(=O)[nH]c2cc1S(=O)(=O)NC1CCCCC1C (stereo unspecified)	0%	4%	14%	17	-43%	2%	-2%	u	7%	1%	12%
COc1ccc(-c2noc(-c3ccoc3C)n2)cc1	8%	-5%	u	4	25%	1.6µM*	33%[activator]	u	-13%	2.4µM*	2.8µM*
COC(=O)[C@@H](Cc1ccccc1)NC(=O)[C@H]1CCC(=O)N1C(=O)OCc1ccccc1	0%	-5%	4%	-1	-19%	-1%	1%	-1%	-1%	2%	0%
O=C(CCNc1cc(Cl)cc(Cl)c1)c1ccco1	-10%	-11%	16%	3	-17%	10%	26%	-11%	1%	-2%	0%
COc1ccc(N2C(=O)C3CCCN3C2=O)cc1 (stereo unspecified)	-10%	0%	0%	7	-3%	-3%	10%	3%	0%	-1%	-2%
COC(=O)c1sc(NC(=O)c2c(OC)cccc2OC)c(C#N)c1C	0%	29%	-16%	-1	-8%	-5%	12%	-10%	2%	-3%	1%
CCOC(=O)CC(=O)CSc1nnc2sc3ccccc3n12	-7%	-14%	u	-6	-19%	3%	-1%	4%	8%	u	3%
S=C(NCCN1CCOCC1)Nc1ccc(-c2nc3ccccc3[nH]2)cc1	-2%	-2%	12%	-4	14%	u	4%	-6%	-1%	u	25%
COc1ccc(Cl)cc1NC(=O)CN(C)C(=O)CCCc1c[nH]c2ccccc12	5%	-1%	-29%	4	44%	21%	x	-7%	4%	-2%	4%
COc1ccc(C(CNC(=O)COc2ccccc2)N2CCCCC2)cc1 (stereo unspecified)	-2%	x	-7%	4	x	0%	x	x	x	4%	-2%
Cc1ccc(NS(=O)(=O)c2ccc3c(c2)NC(=O)CO3)cc1Cl	3%	-1%	4%	11	24%	-1%	34%[activator]	-8%	u	-2%	0%
Cc1ccccc1-c1n[nH]c(=S)o1	8%	112%[activator]	12%	15	-26%	9%	0%	-4%	-16%	-17%	1%
Brc1ccc(-c2ccc(/C=N/Nc3nc(N4CCOCC4)nc(N4CCOCC4)n3)o2)cc1	-4%	x	5.8µM*	-95*	-1%	0%	u	2%	-4%	-6%	-4%
CCOc1ccc(NS(=O)(=O)CC23CCC(CC2=O)C3(C)C)cc1 (stereo unspecified)	4%	-5%	2%	12	-18%	-3%	x	4%	-4%	1%	5%
Cc1ccc(N(C)S(=O)(=O)c2cc(-c3cnc(C4CC4)o3)ccc2C)cc1	-7%	12%	16µM*	-37	21%	-5%	5%	u	5%[0.46 µM]	-3%	-10%
COc1cccc(CC2(CO)CCCN(C/C=C/c3ccccc3OC)C2)c1 (stereo unspecified)	-1%	-1%	9%	-86*	0%	1%	u	-10%	-16%	0%	3%
O=[N+]([O-])c1cccc(NC(=S)N2CCc3ccccc3C2)c1	-6%	u	u	4	17%	26%	u	-28%	6%	u	u
Cc1ccc(-c2cc(C(=O)N/N=C/c3c(C)nn(-c4ccccc4)c3C)[nH]n2)cc1	25%	-13%	u	x	u	-20%	10%	-9%	-4%	-16%	-20%
Cc1nc(/N=C\N(C)C)sc1C(=O)Nc1ccccc1	-4%	5%	u	19	26%	12%	-4%	-6%	-1%	-14%	18%
NS(=O)(=O)c1ccc(NNC(=O)c2ccccc2C(=O)O)cc1	-3%	u	1%	21	7%	1%	x	4%	0%	0%	0%
Cc1ccccc1NC(=O)Cn1cc(C(=O)C2CC2)c2ccccc21	3%	3%	-4%	-3	-6%	-4%	u	4%	0%	1%	6%
CC(C)c1ccc2c(c1)C(c1ccc(N3CCOCC3)cc1)=NNC(c1cccs1)=N2	-2%	2%	u	-3	4%	3%	-10%	4%	0%	u	-1%
CC1=C(C)CC(C(=O)NC2CCCC2)C(C(=O)O)C1 (stereo unspecified)	0%	-4%	-5%	11	x	-2%	0%	x	4%	-1%	2%
O=Cc1ccc(-c2nc3ccccc3s2)o1	0%	u	u	x	4.5µM*	u	37%[activator]	7.9µM*	-36%	11µM*	27%
O=C(Nc1ccc(F)c([N+](=O)[O-])c1)C1CC(=O)N(Cc2ccccc2)C1 (stereo unspecified)	2%	u	6%	-6	13%	0%	16%	-7%	5%	-2%	1%
COc1ccccc1N1CCN(C(=O)c2cc(-c3ccco3)on2)CC1	8%	5%	9%	-3	36%	-2%	4%[11.7 µM]	14%	3%	-10%	5%

Screens deposited in PubChem BioAssay by National Center for Advancing Translational Sciences (NCATS).
